# Screening data as filed in PubChem BioAssay.
# N-glyco inh – N-linked glycosylation inhibition | D54 ERlucT glycosylation luciferase reporter, 24 h; percent of 100 nM tunicamycin response | reporter increase, % at 12.5 µM | 360,000 compounds, 0.23% hits | AID 588692;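 active means mean luciferase reporter signal, scaled so untreated is 0 and the glycosylation-blocking control 100, at or above a set limit in every replicate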;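 further: luciferase carries N-glycosylation sites so blocking glycosylation raises the light; 0% = median of neutral control wells and 100% = median of 100 nM tunicamycin wells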
# PDI inh – PDI (human) enzyme inhibition; inhibition, % at 10 µM; P07237; 350,000 compounds, 0.052% hits; PDI insulin aggregation turbidity, A650, 90 min;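 active means mean inhibition across replicates of 30% or more, whatever share of single replicates reach that level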;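 further: absorbance from insulin aggregation driven by PDI reduction with DTT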
# iPSC survival up – hiPSC single-cell survival enhancement; ATPlite luminescence; 100% = ROCK inhibitor wells, 0% = DMSO; 360,000 compounds, 0.044% hits; survival enhancement, % at 20 µM; AID 602274; in the data active means survival enhancement above about 18%;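 further: cells exposed to compounds for 16 hours before the ATP read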
# HTR2A ag – mouse HTR2A agonism via beta-arrestin recruitment. CHO-K1 mHTR2A beta-arrestin complementation, luminescence; percent of 30 µM serotonin response. activation, % at 7.6 µM. 360,000 compounds, 0.66% hits. P35363;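 active means activation above a run cutoff, the mean activation of all tested compounds plus 3 SD, cut at about 14% in these data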;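 further: 0% = plate median of compound wells and 100% = 30 µM serotonin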
# H9c2 protect – modulators protecting cardiomyocytes from myocardial damage; protection from H2O2 cell death, % at 20 µM; AID 588492; 360,000 compounds, 0.63% hits; H9c2 cardiomyocytes, H2O2 injury protection, ATPLite, 2 h;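 active means compounds giving at least 50% protection of heart cells from peroxide-induced death in the single-dose screen, raw or plate-pattern-corrected value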;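 further: 0% = DMSO wells with peroxide and 100% = DMSO wells without peroxide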
# ABCB6 inh MLPCN – blocks the human ABCB6 transporter | Q9NP58 | K562-ABCB6 porphyrin accumulation, flow cytometry, 1 h; active compounds read low | fluorescence ratio to DMSO, % at 10 µM | 360,000 compounds, 0.19% hits;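 active means fluorescence ratio to DMSO below 75%, the collection mean minus 3 SD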;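 further: signal is porphyrin accumulated inside mitochondria; 100% equals median channel fluorescence of DMSO control wells; lower ratio means ABCB6 inhibition with less porphyrin fluorescence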
# Target sequence (Q9NP58 whole entry, looked up): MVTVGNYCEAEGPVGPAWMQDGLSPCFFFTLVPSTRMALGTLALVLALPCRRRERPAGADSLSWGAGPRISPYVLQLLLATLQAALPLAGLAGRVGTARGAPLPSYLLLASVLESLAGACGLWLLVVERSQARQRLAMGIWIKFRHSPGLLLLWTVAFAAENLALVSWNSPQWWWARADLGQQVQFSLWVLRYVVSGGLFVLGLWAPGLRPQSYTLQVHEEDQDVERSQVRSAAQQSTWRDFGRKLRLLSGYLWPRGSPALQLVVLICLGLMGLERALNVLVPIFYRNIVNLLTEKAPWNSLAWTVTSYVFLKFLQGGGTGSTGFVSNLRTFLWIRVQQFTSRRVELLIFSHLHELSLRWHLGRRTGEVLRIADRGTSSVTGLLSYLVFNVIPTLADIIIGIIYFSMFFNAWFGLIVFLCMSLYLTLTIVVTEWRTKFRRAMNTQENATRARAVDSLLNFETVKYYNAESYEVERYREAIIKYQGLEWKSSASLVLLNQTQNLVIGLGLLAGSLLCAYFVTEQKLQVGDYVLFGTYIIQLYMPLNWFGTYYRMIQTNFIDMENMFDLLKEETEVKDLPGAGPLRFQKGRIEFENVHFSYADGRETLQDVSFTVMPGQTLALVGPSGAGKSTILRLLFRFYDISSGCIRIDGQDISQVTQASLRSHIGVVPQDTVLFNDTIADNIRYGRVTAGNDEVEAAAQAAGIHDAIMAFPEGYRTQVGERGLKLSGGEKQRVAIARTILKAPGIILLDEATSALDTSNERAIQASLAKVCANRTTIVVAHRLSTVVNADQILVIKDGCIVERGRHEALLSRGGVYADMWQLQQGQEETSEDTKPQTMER
# Vif imaging – blocks HIV Vif function | HEK293T cells, Vif self-association by quenched fluorescence, imaging, 24 h | inhibition, % at 7.49 µM | 340,000 compounds, 0.35% hits; in the data active means inhibition above about 50%, passing the limit was not always enough; further: some results filed as inactive read as strong as hits
# aDG glyco act – increases alpha dystroglycan glycosylation; Pro5-aDG cells, alpha-DG glycosylation AlphaScreen (IIH6); 0% Pro5, 100% B10-LARGE cell signal; activation, % at 10 µM; 360,000 compounds, 0.22% hits; AID 624168;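 active means activation of at least 8% versus controls, or a plate z-score of at least 8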;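 further: Pro5 are CHO cells carrying HIG-tagged alpha-DG that lacks glycosylation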
# CaV13 FRET inh – Primary screen for inhibitors of IQ motif and Ca2+-dependent inactivation inhibitor domain binding in CACNA1D, Förster resonance energy transfer in living cells, …. HEK cells, CFP/YFP FRET ICDI-IQ, plate reader, 10 min; percent FRET-ratio fall versus neutral wells. 340,000 compounds, 0.098% hits. inhibition, % at 12.3 µM;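 active means mean replicate inhibition of at least 30% and at least 1% of replicates passing that level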;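 further: 0% = median of the neutral control wells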
# Granule exo inh – lytic granule exocytosis inhibition; TALL-104 LAMP-1 surface exposure, flow cytometry; cells stimulated with thapsigargin and PMA; inhibition, % at 10 µM; 360,000 compounds, 0.66% hits; AID 651702;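 active means inhibition above about 55%, limit read from the data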
# Numbers without * were called inactive; x = not tested or not shown.
# The opening eleven records, to show the layout:
SMILES,N-glyco inh,PDI inh,iPSC survival up,HTR2A ag,H9c2 protect,ABCB6 inh MLPCN,Vif imaging,aDG glyco act,CaV13 FRET inh,Granule exo inh
CC(C)(C)c1cc(NC(=O)C2CCCO2)no1 (centres undefined),-3,-6,1.2,0,-1,100,x,0.0,-7,2
O=[N+]([O-])c1ccc(OCCO)nc1,1,-1,-0.8,0,6,102,-3,-0.1,0,-1
CCCNC(=O)N1CCN(S(=O)(=O)c2ccc(C)cc2)CC1,1,-3,-2.0,2,1,95,11,0.1,-7,0
Cc1cccc(NS(=O)(=O)c2ccc(C(=O)NCC(c3ccco3)N3CCCCC3)cc2)c1C (centres undefined),-6,-5,0.0,-9,1,93,0,0.8,-6,-4
Cc1ccc(S(=O)(=O)N(CC(=O)N2CCOCC2)c2ccc(Br)cc2)cc1,0,1,0.4,0,6,94,-54,-0.1,-7,4
Cc1ccc(CNC(=O)C2CCCN(S(=O)(=O)c3c(C)n[nH]c3C)C2)cc1 (centres undefined),0,0,-1.6,0,3,100,4,-0.3,-10,-2
O=C(COc1ccccc1)N(Cc1nnc(-c2ccccc2Cl)o1)C1CC1,-2,4,-0.4,-3,4,101,-12,0.0,-2,-5
O=C(Nc1cc2c3c(c1)CC(=O)N3CCC2)c1c(F)cccc1F,-2,2,-0.4,-5,3,101,1,0.0,-6,1
Cc1ncc(CN2CCCC(C(=O)Nc3ccc(-c4cccc(F)c4)cc3)C2)cn1 (centres undefined),-3,0,-0.5,-8,-1,95,-15,0.0,-6,2
O=c1[nH]nc(N/N=C/c2ccc(Cl)cc2Cl)c(=O)[nH]1,4,6,-0.3,2,16,97,-4,0.2,-6,-6
CC(C)C[C@H](NC(=O)[C@@H]1Cc2ccccc2CN1)C(=O)Nc1ccc(C(C)C)cc1,-4,24,-0.4,-2,-3,105,0,0.1,-5,5

# This part in full, repeating the preview:
SMILES,N-glyco inh,PDI inh,iPSC survival up,HTR2A ag,H9c2 protect,ABCB6 inh MLPCN,Vif imaging,aDG glyco act,CaV13 FRET inh,Granule exo inh
CC(C)(C)c1cc(NC(=O)C2CCCO2)no1 (centres undefined),-3,-6,1.2,0,-1,100,x,0.0,-7,2
O=[N+]([O-])c1ccc(OCCO)nc1,1,-1,-0.8,0,6,102,-3,-0.1,0,-1
CCCNC(=O)N1CCN(S(=O)(=O)c2ccc(C)cc2)CC1,1,-3,-2.0,2,1,95,11,0.1,-7,0
Cc1cccc(NS(=O)(=O)c2ccc(C(=O)NCC(c3ccco3)N3CCCCC3)cc2)c1C (centres undefined),-6,-5,0.0,-9,1,93,0,0.8,-6,-4
Cc1ccc(S(=O)(=O)N(CC(=O)N2CCOCC2)c2ccc(Br)cc2)cc1,0,1,0.4,0,6,94,-54,-0.1,-7,4
Cc1ccc(CNC(=O)C2CCCN(S(=O)(=O)c3c(C)n[nH]c3C)C2)cc1 (centres undefined),0,0,-1.6,0,3,100,4,-0.3,-10,-2
O=C(COc1ccccc1)N(Cc1nnc(-c2ccccc2Cl)o1)C1CC1,-2,4,-0.4,-3,4,101,-12,0.0,-2,-5
O=C(Nc1cc2c3c(c1)CC(=O)N3CCC2)c1c(F)cccc1F,-2,2,-0.4,-5,3,101,1,0.0,-6,1
Cc1ncc(CN2CCCC(C(=O)Nc3ccc(-c4cccc(F)c4)cc3)C2)cn1 (centres undefined),-3,0,-0.5,-8,-1,95,-15,0.0,-6,2
O=c1[nH]nc(N/N=C/c2ccc(Cl)cc2Cl)c(=O)[nH]1,4,6,-0.3,2,16,97,-4,0.2,-6,-6
CC(C)C[C@H](NC(=O)[C@@H]1Cc2ccccc2CN1)C(=O)Nc1ccc(C(C)C)cc1,-4,24,-0.4,-2,-3,105,0,0.1,-5,5
Cc1cccc(CSc2nnc(-c3ccco3)n2C)c1,7,-10,0.9,0,2,98,-3,1.3,-6,4
Cc1ccc(C(=O)NCCN2CCC(n3c(=O)[nH]c4ccccc43)CC2)cc1,x,x,-0.8,2,x,99,x,0.1,-6,-1
CCOc1ccc(N(CC(=O)N2CCN(C(=O)CN(c3ccc(OCC)cc3)S(C)(=O)=O)CC2)S(C)(=O)=O)cc1,2,-1,0.6,1,-4,96,-3,-0.2,-2,-5
COc1ccc(/C(O)=C2/C(=O)C(=O)N(c3ncccn3)C2c2ccc(OC)cc2)cc1 (centres undefined),1,9,1.8,-1,9,94,-18,-0.2,-19,1
C[n+]1cn(CC(O)COCc2ccccc2)c2ccccc21 (centres undefined),1,-4,-3.1,-8,1,97,x,0.2,-2,-2
COc1ccc(-n2c(SCC(=O)Nc3cccc(C(=O)O)c3)nnc2-c2ccco2)cc1,0,-4,0.0,2,2,96,15,-0.2,-4,-5
Nc1cc(S(=O)(=O)Nc2ccc(Br)cc2)ccc1Cl,-3,5,0.7,1,-14,94,-22,0.0,-16,-2
c1ccc2sc(NN=C3CCCCCC3)nc2c1,-18,6,-2.5,-6,-25,96,5,-0.1,-7,-1
Cn1c(-c2ccc(Cl)cc2)cnc1NCc1cc2c(cc1[N+](=O)[O-])OCO2,0,-4,-2.3,-2,-4,98,-21,1.0,-2,9
O=C(NNC(=O)C12CC3CC(CC(C3)C1)C2)c1cnccn1,4,0,1.0,-3,19,104,2,0.1,-4,14
CCCC1Cc2c(sc3ncnc(N)c23)CO1 (centres undefined),-1,0,0.3,0,15,102,3,0.0,-5,1
CN1/C(=C\C(=O)COC(=O)Cn2nnc(-c3ccccc3)n2)C(C)(C)c2ccccc21,-1,-3,-1.3,-1,-18,659,-4,-0.1,-4,14
CC(C)(C)C(=O)CNS(=O)(=O)c1ccc(S(=O)(=O)NC2CC2)cc1,-2,6,0.0,2,1,97,11,-0.1,-2,-5
CC1(C)CC(=O)c2cnc3nc4ccccc4n3c2C1,1,6,1.0,-1,-1,98,-13,-0.1,-4,-3
CCOCCCNC(c1ccccc1)c1ccncc1 (centres undefined),4,-7,-0.5,-2,0,102,-2,-0.1,4,-7
Cc1ccc2nc(N3CCN(C)CC3)c(C#N)cc2c1,5,-3,-3.3,-4,1,94,-1,-0.3,-3,-1
NC1=NC(=O)/C(=C/c2ccsc2)S1,1,4,-0.5,0,5,97,1,-0.4,-3,-2
CCCc1cc(=O)c2c(O)cccc2o1,-1,4,-0.9,-1,4,83,-5,0.1,-13,-11
CCc1nc2ccccc2c(C(=O)OCC(=O)NC2CC2)c1C,0,9,-0.3,-6,-2,98,-3,-0.1,-4,-1
CC(=O)OC[C@@H]1CN(Cc2ccccc2)C[C@H](n2cnc3c(NCc4ccco4)ncnc32)O1,0,5,7.4,-4,9,94,9,0.0,-5,5
Cc1ccc(-n2nc3c(c2NC(=O)c2ccc(S(=O)(=O)N4CCOCC4)cc2)CSC3)c(C)c1,-2,-2,0.0,2,-2,98,-5,-0.2,x,1
O=C(NCc1ccccn1)C1CCN(S(=O)(=O)c2ccccc2)CC1,0,-14,0.2,-6,6,99,2,0.0,x,-1
S=C(Nc1ccc(OCc2ccccc2)cc1)Nc1cccc(Cl)c1Cl,3,13,-2.2,6,-6,98,2,0.1,-5,0
CCc1ccc(NC(=O)N2CCN(C(=O)C3CCCO3)CC2)cc1 (centres undefined),0,-7,-0.1,-4,4,94,-5,-0.2,x,-1
COc1ccc(OC)c(S(=O)(=O)N2CCC(C(=O)Nc3cccc(C)c3C)CC2)c1,-1,-5,-2.4,-4,1,96,-2,-0.2,-4,0
Cc1nnc(NC(=O)c2c(F)c(F)c(F)c(F)c2F)s1,0,6,0.5,6,3,99,5,0.4,-8,-3
Cc1ccc(CN2CC(C(=O)Nc3ccc(S(=O)(=O)N4CCCCC4)cc3)CC2=O)cc1 (centres undefined),-1,4,0.6,-1,0,95,-10,-0.4,-4,-3
C[C@@H]1CCCCO[C@H](CN(C)C(=O)Nc2ccc(F)cc2)[C@@H](C)CN([C@H](C)CO)C(=O)c2cc(NC(=O)c3ccccc3)ccc2O1,3,0,-1.9,-2,-2,99,-4,-0.1,-12,0
COc1ccc2nc(NC(=O)CSc3nccc(C)n3)sc2c1,-3,-7,-1.1,2,-6,86,-11,1.1,-6,0
Nc1nc(-c2cc(-c3ccccc3)no2)cs1,-10,-4,-0.3,0,-10,97,3,-0.1,-16,5
CC(C)C[C@H]1COc2cccc(N(C)CCO)c2S(=O)(=O)N1,x,x,0.9,-2,x,96,x,-0.1,-3,0
Cc1ccsc1C(=O)NCc1ccccc1Cl,-1,-2,-0.4,-2,4,99,6,0.0,-4,12
Cc1cccc(N(C(=O)Cn2nnc(-c3ccccc3F)n2)C(C(=O)NC(C)(C)C)c2ccncc2)c1 (centres undefined),-3,1,1.6,-1,-8,90,0,0.1,-11,-3
O=C(NC1CCCCCC1)C(Cc1ccccc1)n1cccc1 (centres undefined),-1,-4,0.3,2,4,94,-5,0.0,-4,-7
CC(C)C[C@@H](COc1ccccc1)N1CCN(C)CCC1=O,4,-3,-2.1,-1,0,98,7,0.0,-5,-4
COC(=O)c1sccc1NC(=O)C1CC2CCC1C2 (centres undefined),-5,-1,0.7,2,12,89,0,-0.2,x,4
COc1ccc2c(c1)-c1c(ssc1=S)C(C)(C)N2S(=O)(=O)c1ccc(C)cc1,-1,13,-3.0,-5,-15,96,-3,-0.6,-4,2

# Three entries out of the list, sorted by SMILES length, falling:
SMILES,N-glyco inh,PDI inh,iPSC survival up,HTR2A ag,H9c2 protect,ABCB6 inh MLPCN,Vif imaging,aDG glyco act,CaV13 FRET inh,Granule exo inh
C[C@@H]1CCCCO[C@H](CN(C)C(=O)Nc2ccc(F)cc2)[C@@H](C)CN([C@H](C)CO)C(=O)c2cc(NC(=O)c3ccccc3)ccc2O1,3,0,-1.9,-2,-2,99,-4,-0.1,-12,0
Cc1ncc(CN2CCCC(C(=O)Nc3ccc(-c4cccc(F)c4)cc3)C2)cn1 (centres undefined),-3,0,-0.5,-8,-1,95,-15,0.0,-6,2
Cc1ccc(S(=O)(=O)N(CC(=O)N2CCOCC2)c2ccc(Br)cc2)cc1,0,1,0.4,0,6,94,-54,-0.1,-7,4

# Remaining list, next part
SMILES,N-glyco inh,PDI inh,iPSC survival up,HTR2A ag,H9c2 protect,ABCB6 inh MLPCN,Vif imaging,aDG glyco act,CaV13 FRET inh,Granule exo inh
CC(C)NC(=O)c1ccc(CONC(=O)OCc2ccccc2)cc1,1,-1,-0.7,-3,0,108,-4,0.0,-14,4
Cc1ccc(N2C(=O)c3n[nH]c(C)c3C2c2ccccn2)cc1 (centres undefined),3,5,-1.9,12,-2,84,-10,0.1,-5,-5
CC1O[C@@H](OC2C(COC3OC(CO)C(O)[C@H](O)C3O)OC(OC3CC[C@]4(C)C(CC[C@@]5(C)[C@@H]4CC=C4[C@@H]6CC(C)(C)CC[C@]6(CO)C(O)C[C@]45C)C3(C)C)C(O)C2O)C(O)C(O)C1O (some centres undefined),-3,-9,-1.4,2,1,95,0,0.0,4,-3
CCN(CC)c1ccc(NC(=O)c2ccccc2Br)cc1S(=O)(=O)Nc1ccccc1OC,-10,-2,-2.2,-3,-10,97,-12,0.8,-2,16
COc1ccc(/C=C(\C#N)C(=O)OCC(=O)Nc2c(C)cccc2C(C)C)cc1,-1,-1,-2.3,1,0,97,4,0.1,-6,6
CC(C)n1c(O)c(N=Nc2ccc(Cl)c(C(=O)O)c2)c2ccccc21,1,1,0.2,-2,-4,99,-1,0.0,-19,-1
Cc1c(S(=O)(=O)c2ccccn2)c(N)n(Cc2cccc(Cl)c2)c1C,-1,17,-0.7,-1,8,118,1,0.0,-5,16
